TSHR antag: Antagonists of the Thyroid Stimulating Hormone Receptor: HTS campaign. TSHR-expressing cells, TSH-stimulated cAMP HTRF, 2 h; active compounds read low. activity change, negative = inhibition, % at 11.5 µM. actives 0.2% (n = 330,000). AID 504810, 2011;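 active = activity change below a set negative limit, meaning inhibition stronger than a set level, cut at about -70% in these data; inconclusive = activity change between two set negative limits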; note: % is set by controls: 0 for no effect and ±100 for the full control effect
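Inhibition of cAMP made by TSHR-expressing cells under TSH stimulation (4nM final, EC80; 2 h, 37 deg C) is quantified with a one-step lysis HTRF kit, anti-cAMP cryptate versus cAMP-d2.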
MBNL1 CUG block: qHTS Assay for Inhibitors of MBNL1-poly(CUG) RNA binding | Potency, µM (series often up to 57.5 µM), for the others: at the top dose activity change, negative = inhibition, hits mostly inhibitors | TR-FRET MBNL1-His/biotin-(CUG)12 binding, 665/545 ratio | AID 2675, 2010 | Muscleblind-like protein 1 (Homo sapiens), Q9NR56 | actives 0.036% (n = 280,000); active = well fitted inhibition curve with a large enough effect in the signal ratio, with a control signal flat, not every such curve was filed as active; inconclusive = small, poorly fitted or top-dose-only effect, or effect the other way, or a change in a side signal; inactive = no such curve, though single readings can be large or run the other way; the % refers to the signal ratio; note: potency is the fitted concentration of half-maximal effect; % is set by controls: 0 for no effect and ±100 for the full control effect
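His-tagged MBNL1 binding to biotinylated (CUG)12 RNA was measured by TR-FRET using terbium anti-His antibody (0.055 ng/ul final) and streptavidin-XL665 (5 nM final). Compounds were titrated 92 nM to 58 uM; 60 min at room temperature.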
Chronic BCR inh: qHTS Assay to Find Inhibitors of Chronic Active B-Cell Receptor Signaling; ABC-DLBCL IkBa-CBG/CBR reporter, luminescence ratio, 4 h; Potency, µM (highest dose often 46.1 µM), inactives show at the top dose ratio change, negative = lower green/red ratio, hits mostly inhibitors; actives 0.05% (n = 340,000); AID 493014, 2011; active = well fitted inhibition curve with a large enough effect in the signal ratio, with a control signal flat, not every such curve was filed as active; inconclusive = small, poorly fitted or top-dose-only effect, or effect the other way, or a change in a side signal; the % refers to the signal ratio;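 note: potency is the fitted concentration of half-maximal effect; plate controls were basal doxycycline-induced cells for no effect and cells given 10 µM MG132 for full effect; MG132 reads +100%, hits lower the ratio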
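Doxycycline induced both beetle luciferases in TMD8 lymphoma cells; IKK-driven degradation limits the IkappaBalpha-fused green signal, while red luminescence normalises for cell number and nonspecific effects. Compounds tested up to 46 uM, 4 hrs.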
ASM inhibitor: Inhibitors of Secretory Acid Sphingomyelinase (S-ASM): qHTS; AID 504937, 2011; actives 0.006% (n = 340,000); Potency, µM (series often up to 57.5 µM), for inactives: at the highest dose activity change, negative = inhibition, usual class: inhibitors; placental ASM, HMU-PC fluorogenic substrate, 60 min; Sphingomyelin phosphodiesterase (Homo sapiens), P17405; note: potency is the fitted concentration of half-maximal effect
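HMU-PC0 cleavage (9 uM final) by human placental ASM, 60 min at 37 °C following 10 min compound exposure at RT; stopped at pH 10, fluorescence Ex 386/Em 447 nm.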
PKM2 activator: qHTS Assay for Activators of Human Muscle isoform 2 Pyruvate Kinase. Pyruvate kinase PKM (Homo sapiens), P14618. actives 0.34% (n = 260,000). purified PKM2, Kinase-Glo ATP luminescence, activation; response scale: 0% is enzyme alone, no compound. Potency, µM (highest dose often 57.5 µM), inactives show at the top dose activation, actives largely listed as activators; note: potency is the fitted concentration of half-maximal effect; % is set by controls: 0 for no effect and ±100 for the full control effect; nearly all actives have a fitted effect of over 55% in size
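Kinase-Glo luminescence reports ATP generated from ADP (0.1 mM) and PEP (0.5 mM) by purified hPK-M2 after 1 h at room temperature, pH 7.2 imidazole buffer; intermediate enzyme activity allows detecting inhibitors and activators.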
Mito fusion yeast: qHTS Assay for Small Molecule Inhibitors of Mitochondrial Division or Activators of Mitochondrial Fusion | Potency, µM (doses to about 46.1 µM), without a hit: top-dose growth rescue (activation), hits mostly activators | actives 0.23% (n = 320,000) | S. cerevisiae fusion-defective mutant growth rescue, CellTiterGlo 48 h;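 note: potency is the fitted concentration of half-maximal effect; % of control where 0% means no effect; nearly all actives have a fitted effect of over 45% in size; temperature-sensitive fusion mutants such as fzo1-1 at 37 °C on non-fermentable ethanol glycerol medium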
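Yeast fusion mutant, YPEG (non-fermentable carbon), compound, 48 h at 37C non-permissive; CellTiterGlo added, 10 min RT, luminescence read. Rescued growth = division inhibition.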
KCNH2 WT inh: qHTS for Inhibitors of KCHN2 3.1: Wildtype qHTS; U2OS, BacMam KCNH2, thallium flux FluxOr; active compounds read low; activity change, % at 1.84 µM; actives 0.37% (n = 340,000); AID 720551, 2013;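 active = maximum activity change below -70%; inconclusive = maximum activity change between -70% and -50%; inactive = maximum activity change above -50%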; note: % is set by controls: 0 for no effect and ±100 for the full control effect
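U2OS cells were transduced with wild-type KCNH2 virus (2.03 x 10^8 / mL) for 4 h at room temperature, then cultured overnight at 37 C. Thallium flux was read with FluxOr dye. Rate constants were normalized to DMSO controls.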
GALK inh: qHTS Assay for Inhibitors of Human Galactokinase (GALK). Purified GALK, Kinase-Glo residual ATP luminescence. actives 0.007% (n = 270,000). Potency, µM (doses to about 57.5 µM), for the others: at the top dose activity change, negative = inhibition, most hits filed as inhibitors. P51570; note: potency is the fitted concentration of half-maximal effect; % is set by controls: 0 for no effect and ±100 for the full control effect
Target sequence (P51570 whole entry, looked up): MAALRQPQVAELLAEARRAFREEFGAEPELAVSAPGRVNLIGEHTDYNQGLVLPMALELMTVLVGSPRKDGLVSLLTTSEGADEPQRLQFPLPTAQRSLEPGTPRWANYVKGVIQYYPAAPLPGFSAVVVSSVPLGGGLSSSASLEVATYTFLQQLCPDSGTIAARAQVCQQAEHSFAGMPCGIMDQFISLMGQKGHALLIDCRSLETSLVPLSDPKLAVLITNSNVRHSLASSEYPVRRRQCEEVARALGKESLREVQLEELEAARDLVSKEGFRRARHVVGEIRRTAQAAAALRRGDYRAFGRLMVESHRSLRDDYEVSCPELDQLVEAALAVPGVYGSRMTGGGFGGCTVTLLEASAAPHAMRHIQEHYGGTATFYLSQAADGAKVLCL
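ATP-depletion format; final 35 uM ATP, 100 uM D-galactose, 5 nM enzyme; pH 8.0 HEPES/Mg2+ buffer; 60 min RT; luminescence read 10 min after detection reagent.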
Eya2 inh: qHTS Assay for Inhibitors of the Phosphatase Activity of Eya2; recombinant Eya2, OMFP fluorescence dephosphorylation (OMFP is methylfluorescein phosphate); Potency, µM (doses to about 76.9 µM), for the others: at the top dose activity, negative = inhibition, usual class: inhibitors; AID 488837, 2010; actives 0.006% (n = 330,000); note: potency is the fitted concentration of half-maximal effect; % is set by controls: 0 for no effect and ±100 for the full control effect
Target sequence (O00167 whole entry, looked up): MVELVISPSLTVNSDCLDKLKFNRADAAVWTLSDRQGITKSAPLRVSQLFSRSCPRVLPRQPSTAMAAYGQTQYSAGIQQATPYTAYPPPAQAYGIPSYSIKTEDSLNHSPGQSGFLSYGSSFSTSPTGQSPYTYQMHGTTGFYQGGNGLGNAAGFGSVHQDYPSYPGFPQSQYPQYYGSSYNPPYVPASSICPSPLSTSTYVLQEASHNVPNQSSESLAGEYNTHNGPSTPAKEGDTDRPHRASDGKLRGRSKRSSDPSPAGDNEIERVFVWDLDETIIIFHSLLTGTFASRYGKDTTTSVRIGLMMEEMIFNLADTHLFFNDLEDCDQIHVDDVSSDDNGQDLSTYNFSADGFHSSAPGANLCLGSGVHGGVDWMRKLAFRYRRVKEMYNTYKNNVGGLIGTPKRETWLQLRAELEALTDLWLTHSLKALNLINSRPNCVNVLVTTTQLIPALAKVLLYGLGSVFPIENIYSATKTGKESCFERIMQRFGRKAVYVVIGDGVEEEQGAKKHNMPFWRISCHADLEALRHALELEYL
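Eya2 protein (added as 0.2 uM solution) was preincubated with compound for 10 min at ambient temperature in 50 mM HEPES pH 7.5, 50 mM NaCl, 5 uM MgCl2, 0.05% BSA, 1 mM DTT. OMFP (added at 50 uM) then reacted 10 min; fluorescence read at 485/525 nm.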
Menin-MLL TR inh: qHTS Assay for Inhibitors Targeting the Menin-MLL Interaction in MLL Related Leukemias: Competition With Texas Red Labeled MLL-derived Mutant Peptide; O00255; Menin + Texas Red MLL mutant peptide, fluorescence polarization; Potency, µM (top dose mostly 61.6 µM), for the others: top-dose FP activity change, negative = inhibition, actives largely listed as inhibitors; actives 0.23% (n = 270,000); AID 1768, 2009; active = well fitted inhibition curve with a large enough effect in the polarisation, with a control signal flat, not every such curve was filed as active; inconclusive = small, poorly fitted or top-dose-only effect, or effect the other way, or a change in a side signal; inactive = no such curve, though single readings can be large or run the other way; the % refers to the polarisation; note: potency is the fitted concentration of half-maximal effect; % of control where 0% means no effect; many of its hits are not listed in these tables
USP2a block: qHTS Assay for Inhibitors of Ubiquitin-specific Protease USP2a Using CHOP2 as the Reporter. actives 0.01% (n = 330,000). AID 463254, 2010. Potency, µM (top dose mostly 38.3 µM), for inactives: at the top dose activity change, negative = inhibition, usual class: inhibitors. USP2 core, Ub-CHOP2 coupled fluorogenic reporter, 485/531. Ubiquitin carboxyl-terminal hydrolase 2 (Homo sapiens), O75604;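 note: potency is the fitted concentration of half-maximal effect; plate controls were DMSO wells for no effect and full inhibition by NEM control for full effect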
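USP2 core (10nM final) preincubated 30min RT with compound in 20mM Tris-HCl pH 8.0, 2mM CaCl2, 2mM beta-mercaptoethanol, 0.05% CHAPS; 25nM Ub-CHOP2 plus 25nM reporter substrate added, fluorescence (Ex485/Em531) read after 60min.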
Starred values were filed as active, the others as inactive; ? = inconclusive; · = not tested or not shown; [ ] = another dose, or the depositor's remark. Unless noted, calls come from the whole dose curve; as a rule, active = well fitted curve in the direction sought with a large enough effect; inconclusive = small, poorly fitted or top-dose-only effect, or another doubt; inactive = no such curve, though single readings can be large; an effect the other way counts as inactive or inconclusive. These rows are one share of the data; rates above refer to the full screens.

SMILES | TSHR antag | MBNL1 CUG block | Chronic BCR inh | ASM inhibitor | PKM2 activator | Mito fusion yeast | KCNH2 WT inh | GALK inh | Eya2 inh | Menin-MLL TR inh | USP2a block
Cc1ccc(/C=N/NC(=O)c2ccc(C(=O)N/N=C/c3ccc(C)s3)o2)s1 | 5 | 3% | -17% | 268%[activator] | ? | 0% | -5 | 2% | -5% | -22% | 2%
CS(=O)(=O)N(CC(=O)NC1CCCC1)C1CCCCC1 | 10 | -10% | 18% | -2% | -2% | 3% | -1 | 3% | 2% | 3% | -1%
COc1cc(NC(=S)N2CCN(CCO)CC2)c(OC)cc1Cl | -7 | -7% | -8% | 4% | 3% | 0% | 13 | 8% | 10% | 6% | 1%
CS(=O)(=O)N(CC(=O)N1CCCCC1)Cc1ccc(Cl)cc1 | 5 | -4% | 1% | -2% | 1% | -2% | 3 | 2% | -4% | -4% | 2%
Cc1ccsc1C(=O)OCc1csc(-c2ccccc2)n1 | -16 | 2% | ? | -2% | -38% | 1% | 4 | 2% | -8% | 28% | 0%
O=C(NC1=NCCS1)c1ccc(Cl)c(S(=O)(=O)N2CCCC2)c1 | -4 | -1% | -4% | 0% | -3% | -3% | 5 | -1% | 5% | -3% | 0%
CC(C)c1nc(SCC(=O)Nc2cccc(S(N)(=O)=O)c2)n[nH]1 | -3 | 4% | -5% | 4% | -1% | 1% | -3 | 4% | -2% | 5% | 0%
c1ccc2nc3c(nc2c1)CCc1nonc1-3 | -4 | ? | 0% | 3% | 2% | -3% | -4 | 4% | 26% | 1% | 3%
CCCOc1ccc(Cc2nn[nH]n2)cc1 | -4 | -3% | 5% | 0% | 5% | -2% | -1 | 4% | -2% | -11% | 5%
COc1ccc(-n2nc(C(=O)NCC(=O)N3CCCC(C)C3)c3ccccc3c2=O)cc1Cl (stereo unspecified) | -9 | 14% | 2% | -2% | 1% | 14% | 3 | -1% | -15% | 0% | 0%
Cc1ccc(OCC(=O)Nc2ccc(Cl)cc2)c([N+](=O)[O-])n1 | 14 | · | -1% | -3% | · | 14% | 7 | · | 18% | · | 2%
CC(C)(C)c1ccc(-c2csc(NC(=O)CN3C(=O)NC4(CCCCC4)C3=O)n2)cc1 | -24 | 4% | -1% | -4% | -5% | 2% | 7 | 0% | 7% | · | 1%
COc1ccc(CN2C(=O)c3cccnc3C2=O)cc1S(=O)(=O)N1CC(C)Oc2ccccc21 (stereo unspecified) | 4 | ? | 3% | 0% | · | -6% | -6 | 3% | 6% | · | -2%
NCCCCCNC(=O)/C=N\O | -3 | -2% | -2% | 4% | -1% | 5% | 1 | -1% | 17% | -2% | 0%
Cc1ccc(OCC(=O)Nc2ccc3c(c2)OCCO3)cc1C | -6 | -21% | -6% | 6% | -4% | 0% | -3 | 0% | -5% | 0% | 2%
COCCn1cnnc1SCC(=O)Nc1sc2c(c1C#N)CCC2 | 6 | · | ? | 3% | · | -3% | 7 | · | 7% | · | 0%
Cc1cccc(C(=O)NCC(=O)N2CC=C(c3ccccc3)CC2)c1 | -14 | · | 0% | -1% | · | 0% | -26 | · | -2% | · | 0%
C(=N\N1CCN(C2c3ccccc3-c3ccccc32)CC1)/c1ccccn1 | 25 | 6% | 5% | -8% | 0% | -5% | -8 | -1% | -1% | ? | 1%
COc1cc(OC)cc(-n2nnnc2SCC(=O)NC2CCCC2)c1 | -6 | -5% | -2% | -1% | 1% | -1% | -3 | -2% | 8% | · | -2%
COc1ccc(-c2onc(C)c2-c2ccc(C(=O)OC(C)C)o2)c(O)c1 | -30 | 11% | ? | -22% | 7% | 2% | -20 | -3% | -15% | 32%[activator] | -8%
CCCOc1ccc(C(=O)NC(=S)N2CCN(c3cc4c(cc3F)c(=O)c(C(=O)O)cn4CC)CC2)cc1 | 10 | -2% | ? | -9%[11.5 µM] | · | -7% | 3 | 0% | -1% | 7% | 0%
COc1ccccc1NC(=O)NNC(=O)CCc1ccccc1 | -3 | -9% | -1% | 2% | 3% | -1% | -9 | -2% | -7% | 7% | 2%
COCCN(C(=O)COC(=O)c1cnc(C)cn1)c1c(N)n(Cc2ccccc2)c(=O)[nH]c1=O | 25 | · | 8% | -2% | · | -4% | -2 | · | 11% | · | 0%
CCOC(=O)c1[nH]c2c(c1C)C(=O)CC(c1ccc(OCC)c(OC)c1)C2 (stereo unspecified) | -8 | -4% | -7% | 2% | 25% | -3% | -5 | 2% | 13% | -2% | 2%
O=C(N/N=C/c1ccncc1)c1sc2ccccc2c1Cl | 13 | ? | 14% | 7% | · | -9% | -3 | -22% | -3% | · | -3%
COc1cccc(CC2(CO)CCCN(Cc3cn[nH]c3-c3cc(C)ccc3C)C2)c1 (stereo unspecified) | 9 | -6% | 1% | 2% | -9% | 1% | 3 | 3% | 5% | -13% | -2%
C[C@H]1COC(=O)[C@H](Cc2ccc(F)cc2)C/C=C\C[C@H](CC(=O)NCCO)C(=O)N1 | -1 | · | 2% | 2% | · | · | -1 | · | 11% | · | 7%
CC1CCCCN1C(=O)CSc1nnc(-c2ccco2)o1 (stereo unspecified) | 2 | -2% | 3% | 0% | 3% | 4% | -1 | -2% | -3% | 6% | -3%
NNC(=O)c1sc2cc(C(F)(F)F)cnc2c1-c1cccnc1 | 2 | -2% | -1% | -1% | 21% | 3% | 4 | 1% | 9% | 2% | 2%
O=C(Cn1c(CO)nc2ccccc21)Nc1ccc2c(c1)OCCCO2 | -1 | · | -4% | 3% | · | 0% | 5 | · | -11% | · | 2%
COC(=O)c1ccc(/C=C2/SC(=S)N(CCCC(=O)Nc3ccc(O)cc3)C2=O)cc1 | -17 | 5% | ? | -9% | 5% | 3% | -9 | -1% | -8% | · | -7%
C=C(C)CSc1nc2c(cc1C#N)CCC2 | -8 | 9% | ? | -2% | -5% | 11% | 4 | -3% | -1% | -10% | 4%
Cc1ncc(CO)c(/C=N/NC(=O)c2cc(O)c(O)c(O)c2)c1O | 5 | ? | ? | · | 16% | 0% | · | -1% | -2% | 11% | 1%
Cc1cc2nc(-c3cccnc3SCC(=O)NC(C)C)[nH]c2cc1C | -4 | -5% | -10% | 63%[activator] | -15% | -7% | -1 | 12% | -14% | -7% | 0%
Cc1ccc(NC(=O)c2nc3nccc(C)n3n2)cc1S(=O)(=O)N1CCCCC1 | · | · | 1% | -6% | · | · | -2 | · | -2% | · | 7%

Record cards, as listed above. Screens in order: TSHR antag	MBNL1 CUG block	Chronic BCR inh	ASM inhibitor	PKM2 activator	Mito fusion yeast	KCNH2 WT inh	GALK inh	Eya2 inh	Menin-MLL TR inh	USP2a block
Record of `C[C@H]1COC(=O)[C@H](Cc2ccc(F)cc2)C/C=C\C[C@H](CC(=O)NCCO)C(=O)N1` → -1	·	2%	2%	·	·	-1	·	11%	·	7%
Record of `COc1cccc(CC2(CO)CCCN(Cc3cn[nH]c3-c3cc(C)ccc3C)C2)c1` (stereo unspecified) → 9	-6%	1%	2%	-9%	1%	3	3%	5%	-13%	-2%
